TLR9-MyD88 inh – inhibitors of TLR9-MyD88 association in cells, primary screen, cell-based, CHO, BLA complementation, fluorescence; 340,000 compounds, 0.21% hits; inhibition, % at 4.98 µM; CCF4 FRET ratio; Toll-like receptor 9 (Homo sapiens) + Myeloid differentiation primary response protein …;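 active = inhibition above the mean over all tested compounds plus 3 SD, cut at about 21% in these data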;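 note: 0% = DMSO only wells and 100% = clavulanate BLA inhibitor control wells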
Target sequence (Q99836 whole entry, looked up): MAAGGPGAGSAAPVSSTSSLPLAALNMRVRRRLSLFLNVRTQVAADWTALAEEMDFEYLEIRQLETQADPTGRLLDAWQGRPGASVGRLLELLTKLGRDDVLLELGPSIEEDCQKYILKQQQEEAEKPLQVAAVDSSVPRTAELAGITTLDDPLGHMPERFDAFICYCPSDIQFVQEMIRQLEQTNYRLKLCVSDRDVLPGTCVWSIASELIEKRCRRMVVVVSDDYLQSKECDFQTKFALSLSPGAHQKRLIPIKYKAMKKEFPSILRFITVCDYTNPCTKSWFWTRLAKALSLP
Target sequence (Q9NR96 whole entry, looked up): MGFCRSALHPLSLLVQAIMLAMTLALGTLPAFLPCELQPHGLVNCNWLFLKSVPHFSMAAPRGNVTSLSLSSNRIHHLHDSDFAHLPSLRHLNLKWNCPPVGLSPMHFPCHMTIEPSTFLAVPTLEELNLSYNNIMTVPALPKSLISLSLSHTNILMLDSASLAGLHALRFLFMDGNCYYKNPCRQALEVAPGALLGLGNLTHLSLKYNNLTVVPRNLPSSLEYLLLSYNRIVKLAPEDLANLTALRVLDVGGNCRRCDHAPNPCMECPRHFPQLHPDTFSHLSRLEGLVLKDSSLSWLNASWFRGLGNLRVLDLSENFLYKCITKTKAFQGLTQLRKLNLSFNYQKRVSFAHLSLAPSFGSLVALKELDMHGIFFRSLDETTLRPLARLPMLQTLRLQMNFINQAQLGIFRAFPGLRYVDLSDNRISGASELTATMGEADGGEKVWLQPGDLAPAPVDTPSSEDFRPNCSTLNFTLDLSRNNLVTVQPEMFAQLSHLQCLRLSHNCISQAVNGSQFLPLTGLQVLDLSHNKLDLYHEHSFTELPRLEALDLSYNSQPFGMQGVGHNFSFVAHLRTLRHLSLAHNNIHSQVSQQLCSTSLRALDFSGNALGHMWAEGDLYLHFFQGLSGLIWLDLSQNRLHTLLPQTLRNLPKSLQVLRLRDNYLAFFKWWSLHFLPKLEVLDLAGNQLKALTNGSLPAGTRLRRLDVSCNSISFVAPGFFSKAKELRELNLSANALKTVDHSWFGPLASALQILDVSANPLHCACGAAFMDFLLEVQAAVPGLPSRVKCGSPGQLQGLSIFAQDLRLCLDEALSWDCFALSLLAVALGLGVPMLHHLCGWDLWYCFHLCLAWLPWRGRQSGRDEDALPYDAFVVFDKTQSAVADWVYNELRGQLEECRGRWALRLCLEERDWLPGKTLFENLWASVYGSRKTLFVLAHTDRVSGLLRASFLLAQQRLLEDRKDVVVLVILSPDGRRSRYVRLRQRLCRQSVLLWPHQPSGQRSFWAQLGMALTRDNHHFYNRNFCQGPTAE
ABHD5 PLIN5 PPI – ABHD5-PLIN5 interaction inhibitors, primary screen, cell lysate, split luciferase complementation, luminescence | Split G. princeps luciferase complementation, 4 h | AID 602281, 2012 | inhibition, % at 4 µM | 360,000 compounds, 0.78% hits;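 active = inhibition above the mean inhibition across every tested compound plus 3 SD, cut at about 22% in these data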;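 note: 0% = DMSO only wells and the 100% control is not disclosed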
SRC2 inh – inhibition of GAL4-SRC2 driven luciferase reporter, primary screen, SRC2 inhibitor project, cell-based, luminescence; Nuclear receptor coactivator 2 (Homo sapiens), Q15596; HEK293 GAL4-SRC2 luciferase reporter; inhibition, % at 9 µM; 370,000 compounds, 0.17% hits; AID 651957, 2012;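 active = inhibition above the mean inhibition of all tested compounds plus 3 SD, set per campaign, cut at about 52% in these data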;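 note: 0% = DMSO treated cells and 100% = cells given Gossypol at 36 µM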
MC4R barr agon – MC4R agonists recruiting beta-arrestin, primary screen, cell-based, luminescence, agonist arm of biased-ligand search. Melanocortin receptor 4 (Homo sapiens), P32245. U2OS MC4R beta-arrestin complementation; percent of melanotan II response, DMSO zero. activation, % at 8.9 µM. 360,000 compounds, 0.98% hits. AID 540308, 2011;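 active = activation above a per-plate cutoff, the mean activation of sample wells on that plate plus 3 SD, cut at about 8% in these data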
Cardio protect – cardioprotection against H2O2-induced cell death, primary screen, uHTS, H9c2 cells, ATPLite luminescence | H9c2 cardiomyocytes, H2O2 injury protection, 2 h | protection from H2O2 cell death, % at 20 µM | 360,000 compounds, 0.63% hits | AID 588492, 2011;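 active = compounds giving at least 50% protection of heart cells from peroxide-induced death in the single-dose screen, raw or plate-pattern-corrected value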;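 note: 0% = DMSO wells with peroxide and 100% = DMSO wells without peroxide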
NOD2-RIPK2 inh – NOD2-RIPK2 binding disruptors in cells, primary screen, fluorescence, CHO cells, BLA complementation; Receptor-interacting serine/threonine-protein kinase 2 (Homo sapiens), O43353; CCF4 ratio; inhibition, % at 4.98 µM; 360,000 compounds, 0.38% hits; in the data active = inhibition above about 21%;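 note: 0% = vehicle only and 100% = reference blocker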
Glyco luc inh – increase of ERlucT glycosylation luciferase signal, primary screen, N-linked glycosylation inhibitor project, D54 ERlucT cells, luminescence, set 2. D54 ERlucT glycosylation luciferase reporter, 24 h; percent of 100 nM tunicamycin response. reporter increase, % at 12.5 µM. 360,000 compounds, 0.23% hits. AID 588692, 2011;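 active = mean luciferase reporter signal, scaled so untreated is 0 and the glycosylation-blocking control 100, at or above a set limit in every replicate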;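 note: luciferase carries N-glycosylation sites so blocking glycosylation raises the light; 0% = median of neutral control wells and 100% = median of 100 nM tunicamycin wells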
m5-HT2A agonist – mouse Htr2a agonists via beta-arrestin recruitment, primary screen, cell-based, luminescence; CHO-K1 mHTR2A beta-arrestin complementation; percent of 30 µM serotonin response; activation, % at 7.6 µM; AID 624169, 2012; 5-hydroxytryptamine receptor 2A (Mus musculus), P35363; 360,000 compounds, 0.66% hits;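 active = activation above a run cutoff, the mean activation of all tested compounds plus 3 SD, cut at about 14% in these data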;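 note: 0% = plate median of compound wells and 100% = 30 µM serotonin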
ABCB6 inh 2 – ABCB6 transporter inhibitors, primary screen, K562-ABCB6 cells, flow cytometry, MLPCN library | ATP-binding cassette sub-family B member 6 (Homo sapiens), Q9NP58 | K562-ABCB6 porphyrin accumulation, 1 h; hits give low values | fluorescence ratio to DMSO, % at 10 µM | 360,000 compounds, 0.19% hits | AID 602162, 2011;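 active = fluorescence ratio to DMSO below 75%, the collection mean minus 3 SD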;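 note: signal is porphyrin accumulated inside mitochondria; 100% equals median channel fluorescence of DMSO control wells; lower ratio means ABCB6 inhibition with less porphyrin fluorescence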
MC4R antagonist – MC4R antagonists of cAMP signaling, primary screen, cell-based, TR-FRET, antagonist arm of biased-ligand search | Melanocortin receptor 4 (Homo sapiens), P32245 | 360,000 compounds, 0.48% hits | AID 540295, 2011 | inhibition, % at 6.5 µM | MC4R-expressing cells, MTII-stimulated cAMP, LANCE TR-FRET;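 active = inhibition above its plate's cutoff, the mean of tested wells on that plate plus 3 SD, cut at about 29% in these data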;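 note: 0% = Melanotan II alone and 100% = Melanotan II plus saturating MCL0020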
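Assay system: human MC4R-expressing U2OS cells; reagent: Melanotan II stimulation of cells; dosing: 6.5 µM single dose; timing: compound 30 min, challenge 1 h, detection 1 h; signal: TR-FRET cAMP assay; replicates: one well per compound, no replicates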
* hit, by the source's call; x = no result given.

Order of values: MC4R barr agon, Glyco luc inh, ABCB6 inh 2, MC4R antagonist, TLR9-MyD88 inh, NOD2-RIPK2 inh, m5-HT2A agonist, SRC2 inh, Cardio protect, ABHD5 PLIN5 PPI
(1) CC1(c2nnc(-c3ccc(F)cc3)o2)CC(c2ccc(F)cc2)=NO1 (stereo not given)
→ 0.8, -3, 86, 0, -3, 1, -1, 4, -2, -5
(2) O=S(=O)(c1ccccc1)N1N=C(c2cccs2)CC1c1ccc(Br)cc1 (stereo not given)
→ 1.5, 0, 93, 6, -1, 2, 3, -14, -22, 0
(3) O=S(=O)(c1ccc(Br)cc1)c1nc(-c2ccccc2)oc1NCc1cccnc1
→ 0.6, -1, 108, 9, 3, -1, -1, -29, -19, 2
(4) O=C(NC1CCCCC1)C1(c2ccccc2)CC1(Cl)Cl (stereo not given)
→ -2.0, -1, 131, 2, 5, 5, 2, -14, 0, 4
(5) CC(=O)Nc1ccc(-c2ccnc3c2CC(C)(C(=O)NCC2CC2)O3)cc1 (stereo not given)
→ -1.1, 2, 97, 6, x, -12, 1, 9, 13, 0
(6) Cc1cc(=O)oc2c(C(=O)/C=C\c3cccs3)c(O)ccc12
→ -3.5, 3, 103, -1, 0, 0, -6, -25, 9, 39*
(7) CC(C)C[C@H]1CN=C(Nc2ccccc2)N1CC1CCCCCC1
→ 0.6, -6, 96, 4, -1, -7, -2, 13, -17, 8
(8) CC1CCCCN1S(=O)(=O)c1ccc(N(C(=O)c2cnccn2)C(C(=O)NC2CCCC2)c2cccs2)cc1 (stereo not given)
→ -1.8, -3, 70*, -1, 6, 8, -3, 5, -5, -2
(9) C[C@H](CO)N1C[C@H](C)[C@H](CN(C)C)Oc2ccc(NS(=O)(=O)c3ccc(F)cc3)cc2CC1=O
→ -1.8, 4, 100, 4, -7, 2, 7, -18, 8, -10
(10) CCCC(=O)c1c(NC(C)C)cc(C)oc1=O
→ 2.0, 1, 101, -12, -2, -18, 1, 4, 10, 11
(11) O=C(CNS(=O)(=O)c1c(Cl)cccc1Cl)N1CCCCCC1
→ 2.3, 3, 98, 0, 7, -4, 7, -56, -3, 13
(12) COc1cccc(CC(=NO)c2cccc(OC)c2)c1
→ -0.9, -1, 101, -3, -2, -2, -1, 9, -2, 8
(13) COc1cccc(OC)c1-c1nn2c(-c3cc(-c4ccccc4)n[nH]3)nnc2s1
→ 36*, 11, 93, -5, 7, 11, 2, -3, -1, -3
(14) Cc1c(/C(O)=C2/C(=O)C(=O)N(Cc3cccnc3)C2c2cccs2)cnn1-c1ccccc1 (stereo not given)
→ -3.1, -6, 94, 11, 4, -5, -2, -13, -6, 10
(15) CC(C)Oc1ccc(C(=O)NCCCNC(=O)c2cccnc2)cc1
→ -1.6, 0, 97, 9, 4, 0, -3, -21, 1, 9
(16) COc1cc(CNCCCN2CCOCC2)cc(Cl)c1OCC(=O)NC(C)(C)C
→ -0.9, -1, 100, 5, -17, -10, 3, 7, 19, 0
(17) O=C(OCCC12CC3CC(CC(C3)C1)C2)c1ccc(NCc2cc(O)ccc2O)cc1
→ 1.6, 7, 94, -10, -22, -23, 6, 94*, -12, 4
(18) Cc1nc(N2CCN(C(=O)COc3ccccc3)CC2)c2c(C)c(C)sc2n1
→ -0.6, 1, 92, -2, -5, -3, 1, 11, 7, 10
(19) COc1ccc(NC(C)=O)cc1NC(=O)c1ccc(Cl)cc1
→ -0.8, -1, 106, 1, 1, -8, -6, -6, -4, -8
(20) COc1ccc(S(=O)(=O)N(C)C[C@H]2Oc3c(NC(=O)Nc4c(C)noc4C)cccc3C(=O)N([C@H](C)CO)C[C@@H]2C)cc1
→ -1.0, -2, 100, 10, -1, -4, -5, 12, 4, -2
(21) Cc1cccc(C)c1NC(=O)CSc1nnc(-c2ccoc2C)n1C
→ -0.4, 1, 88, 1, -13, -1, 2, 1, 10, -2
(22) COc1ccccc1-c1nnc2sc(-c3ccc(N(C)C)cc3)nn12
→ 2.5, 9, 97, -22, 1, 20, 1, 24, -5, -3
(23) CCCCOc1ccccc1C1NC(=O)NC(C)=C1C(=O)OCCOCC (stereo not given)
→ -1.5, 0, 87, 7, 2, -11, -6, 7, 2, -2
(24) Cc1ccc(S(=O)(=O)c2c(N)n(NC(=O)c3ccco3)c3nc4ccccc4nc23)cc1
→ -1.4, -2, 94, 4, 2, -5, -2, 0, 4, 2
(25) O=c1cnc2ccccc2n1Cc1ccccc1C(F)(F)F
→ 3.2, 0, 101, 11, -8, -6, -10, -14, 4, 15
(26) CNc1c(NS(=O)(=O)c2ccc(CC(C)C)cc2)c(=O)oc2ccccc12
→ 0.8, 3, 96, 18, -9, 3, -10, 10, -2, 4
(27) Cn1ccsc1=NC(=O)c1ccc(Cl)c([N+](=O)[O-])c1
→ -0.1, -2, 94, 35*, -7, -2, -3, 2, -13, 4
(28) COc1ncccc1-c1cc2nc(NCCCN(C)C)n(C)c(=O)c2s1
→ 1.5, 4, 96, 10, x, -6, -3, -37, 0, -1
(29) COc1cccc(NC(=O)CN(C)CC(=O)Nc2ccc(C)c(S(=O)(=O)N3CCOCC3)c2)c1
→ -2.8, -2, 101, 14, -14, -5, -5, 4, 5, 3
(30) CCCOc1ccc(C2=NNC(c3cccs3)=Nc3ccc(OC)cc32)cc1
→ 0.0, x, 100, 5, -5, -10, -5, -86, 0, 2
(31) CC(=O)N1CCN(C(=O)c2ccccc2NS(=O)(=O)c2ccc(F)cc2)CC1
→ -0.5, -1, 94, 2, -4, 2, 8, 14, -2, -3
(32) COc1ccc(NC(=O)c2c(NC(=O)CCC(=O)O)sc3c2CCCCC3)cc1
→ -3.5, 1, 101, 12, 2, -19, 1, 17, 10, -10
(33) O=C(c1cccc(F)c1)N1CCCC(C(=O)N2CCCC2)C1 (stereo not given)
→ -0.5, 1, 93, -3, 3, 0, 8, 1, -1, 4
(34) CCOC(=O)c1cnn(-c2ccccc2)c1-n1cccc1C(=O)C(=O)Nc1ccc(OC)cc1
→ -0.8, -4, 103, -4, -5, -6, -4, -19, -6, 10
(35) Cc1cccc(NC(=O)c2cc(NC(=O)C3CCCCC3C(=O)O)ccc2Cl)n1 (stereo not given)
→ -0.9, 1, 102, -2, -5, -9, 4, 5, 2, -5
(36) CCOC(=O)C1C(c2ccc(OC)c(OC)c2)c2c([nH][nH]c2=O)CC1(C)O (stereo not given)
→ 1.3, 1, 101, 23, -5, -14, 1, 6, 14, -1
(37) COc1ccccc1N1CCN(C2CCCN(Cc3ccccc3OCCO)C2)CC1 (stereo not given)
→ 0.7, 1, 138, 6, 9, -3, -4, 10, 8, 1
(38) CCOc1cc(CNCc2ccccn2)cc(Cl)c1OC
→ -3.1, 1, 95, 1, -12, -12, 2, 2, 1, 8
(39) CCCCn1cc(SCC(=O)O)c2ccccc21
→ -0.8, -1, 106, 2, -17, -3, 0, -14, 1, -3
(40) CN(C)S(=O)(=O)c1cccc(C(=O)NCc2cccs2)c1
→ -1.3, -2, 95, -1, 3, -4, 2, -41, 6, -2

Quoted at random: two entries already listed
Order of values: MC4R barr agon, Glyco luc inh, ABCB6 inh 2, MC4R antagonist, TLR9-MyD88 inh, NOD2-RIPK2 inh, m5-HT2A agonist, SRC2 inh, Cardio protect, ABHD5 PLIN5 PPI
(19) COc1ccc(NC(C)=O)cc1NC(=O)c1ccc(Cl)cc1
→ -0.8, -1, 106, 1, 1, -8, -6, -6, -4, -8
(6) Cc1cc(=O)oc2c(C(=O)/C=C\c3cccs3)c(O)ccc12
→ -3.5, 3, 103, -1, 0, 0, -6, -25, 9, 39*

Another view of part of the listing above.
entry	smiles	MC4R barr agon	Glyco luc inh	ABCB6 inh 2	MC4R antagonist	TLR9-MyD88 inh	NOD2-RIPK2 inh	m5-HT2A agonist	SRC2 inh	Cardio protect	ABHD5 PLIN5 PPI
4	O=C(NC1CCCCC1)C1(c2ccccc2)CC1(Cl)Cl (stereo not given)	-2.0	-1	131	2	5	5	2	-14	0	4
10	CCCC(=O)c1c(NC(C)C)cc(C)oc1=O	2.0	1	101	-12	-2	-18	1	4	10	11
13	COc1cccc(OC)c1-c1nn2c(-c3cc(-c4ccccc4)n[nH]3)nnc2s1	36*	11	93	-5	7	11	2	-3	-1	-3
6	Cc1cc(=O)oc2c(C(=O)/C=C\c3cccs3)c(O)ccc12	-3.5	3	103	-1	0	0	-6	-25	9	39*
5	CC(=O)Nc1ccc(-c2ccnc3c2CC(C)(C(=O)NCC2CC2)O3)cc1 (stereo not given)	-1.1	2	97	6	x	-12	1	9	13	0

Next entries follow:
Order of values: MC4R barr agon, Glyco luc inh, ABCB6 inh 2, MC4R antagonist, TLR9-MyD88 inh, NOD2-RIPK2 inh, m5-HT2A agonist, SRC2 inh, Cardio protect, ABHD5 PLIN5 PPI
(41) CCOc1cc(N2CCOCC2)c(OCC)cc1NC(=O)Cc1ccccc1
→ -0.7, 0, 92, 12, -3, -4, 2, -37, 5, -3
(42) Cc1nn(Cc2c(F)c(F)c(F)c(F)c2F)c(C)c1NC(=O)c1ccc(COc2ccc(Cl)cc2Cl)o1
→ -0.9, -3, 87, 12, -4, -6, -4, -1, -5, 7
(43) CN1C(=O)[C@@H]2[C@@H]3C[C@@H]([C@H]4ON=C(c5ccccc5OCC#N)[C@@H]34)[C@@H]2C1=O
→ -1.2, -2, 100, -3, -6, -7, 2, -5, 0, 3
(44) O=[N+]([O-])c1ccc(N/N=C\c2cccn2-c2ccccc2)nc1
→ 2.7, -3, 163, -3, 34*, 46*, -9, -3, 1, 13

Assay outcomes: PubChem BioAssay, several laboratories

Only part of the results is shown; count on the stated rates, not on these rows.
